# TRPC6 inh: inhibitors of mouse TRPC6 channel | Q61143 | HEK293-TRPC6, membrane potential dye, ACh-evoked depolarization; active compounds read low | B-score at 10 µM | 1.1% of 310,000 active | AID 2553;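 active = B-score under library mean minus 3 SD, initial fluorescence not abnormally high, positive integrated signal ratio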;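 note: B-score derived from integrated fluorescence ratio over the kinetic read; more negative B-score means stronger inhibition of depolarization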
# Target sequence (Q61143 whole entry, looked up): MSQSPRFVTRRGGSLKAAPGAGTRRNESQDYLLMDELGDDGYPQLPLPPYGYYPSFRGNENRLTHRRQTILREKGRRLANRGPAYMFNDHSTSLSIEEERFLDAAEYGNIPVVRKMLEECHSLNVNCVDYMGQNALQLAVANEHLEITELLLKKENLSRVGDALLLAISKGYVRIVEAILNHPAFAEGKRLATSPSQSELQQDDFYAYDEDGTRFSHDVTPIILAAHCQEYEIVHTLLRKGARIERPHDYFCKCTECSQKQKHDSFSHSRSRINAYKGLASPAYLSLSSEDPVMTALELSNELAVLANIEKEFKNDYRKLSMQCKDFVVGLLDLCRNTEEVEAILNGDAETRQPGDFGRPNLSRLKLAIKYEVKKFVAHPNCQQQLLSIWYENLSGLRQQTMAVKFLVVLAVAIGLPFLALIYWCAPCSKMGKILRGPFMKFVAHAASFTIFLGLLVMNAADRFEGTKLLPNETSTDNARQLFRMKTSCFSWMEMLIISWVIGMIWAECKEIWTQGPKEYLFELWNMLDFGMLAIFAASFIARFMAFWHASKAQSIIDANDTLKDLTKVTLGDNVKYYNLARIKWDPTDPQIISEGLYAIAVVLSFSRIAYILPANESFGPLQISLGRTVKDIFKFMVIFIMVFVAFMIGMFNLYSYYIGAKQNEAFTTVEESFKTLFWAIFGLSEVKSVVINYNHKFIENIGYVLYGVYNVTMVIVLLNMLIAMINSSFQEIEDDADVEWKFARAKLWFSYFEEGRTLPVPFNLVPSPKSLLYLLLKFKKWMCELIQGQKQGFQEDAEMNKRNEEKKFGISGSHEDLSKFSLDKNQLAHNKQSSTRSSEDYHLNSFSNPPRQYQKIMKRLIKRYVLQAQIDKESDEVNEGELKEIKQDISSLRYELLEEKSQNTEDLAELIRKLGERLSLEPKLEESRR
# MrgX1 ag: activates human MrgX1 receptor signaling. Q96LB2. MrgX1-HEK293 cells, Fluo-4 calcium fluorescence, agonist mode; active compounds read high. B-score at 10 µM. 0.44% of 310,000 active. AID 588627;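 active = calcium response B-score plate-corrected fluorescence ratio at least 3 library SD, with starting fluorescence B-score inside 5 SD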
#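 Assay system: stable human MrgX1 HEK293 cell line. Quantity: 15,000 cells per well. Schedule: cells plated overnight, dye loaded 0.5 h 37 °C, 0.5 h room temperature. Detection: Fluo-4 NW calcium-flux fluorescence, kinetic read. Read-out basis: peak-minus-minimum fluorescence over baseline, converted to B scores. Control set: positive and negative control wells on each plate.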
# TRPC4 PAM: allosterically enhances the mouse TRPC4 cation channel. HEK293 TRPC4beta/mu-opioid, DAMGO EC20, Fluo-4 Ca2+ flux; active compounds read high. B-score at 10 µM. 0.42% of 310,000 active;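 active = B-score of calcium response area above 5 SD of library B-scores, with initial fluorescence ratio within 5 SD of library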;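 note: B-score of integrated fluorescence ratio over time as area under calcium response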
# MrgX1 antagonist: human MrgX1 receptor antagonism, primary screen; AID 588676; B-score at 10 µM; Q96LB2; MRGX1-HEK293 calcium flux, Fluo-4, BAM8-22 antagonism; active compounds read low; 1.3% of 310,000 active;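 active = calcium-response B-score plate-corrected more than 3 library SD below zero, starting fluorescence within 5 deviations, no agonist response on first addition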;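 note: peak minus trough fluorescence over baseline after final BAM8-22 challenge near maximal dose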
# TRPC6 act: activates the mouse TRPC6 cation channel | 0.13% of 310,000 active | Q61143 | HEK293-TRPC6 membrane potential dye fluorescence; active compounds read high | AID 2550 | B-score at 10 µM;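 active = B-score of the integrated fluorescence ratio above library mean plus 3 SD, and starting fluorescence ratio within library mean plus 5 SD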;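 note: higher score means more depolarization so channel activation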
# TRPC4 inh: inhibitors of mouse TRPC4 channel; Q9QUQ5; HEK293 TRPC4beta/mu-opioid, DAMGO-evoked Fluo4 calcium flux; active compounds read low; B-score at 10 µM; 0.39% of 300,000 active; AID 2247;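 active = B-score over 3 SD under the library average, no early fluorescence shift, positive overall ratio signal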
#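 Assay system – HEK293 line stably carrying TRPC4beta and mu-opioid receptor · Doses – single dose · Detection – Fluo4 calcium-dye fluorescence, kinetic read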
# HIF activator: HIF pathway transcriptional activation. 0.32% of 300,000 active. activation, % at 7.5 µM (by protocol). U2OS HRE-luciferase reporter, luminescence; normalized: DMSO 0%, desferrioxamine 100%;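 active = mean activation of at least 10% of the iron chelator positive control signal, with at least half of replicates also reaching 10%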
# TRPC4 agonist: activators of mouse TRPC4 channel. HEK293 TRPC4beta/mu-opioid, Fluo4 calcium fluorescence; active compounds read high. B-score at 10 µM. 0.49% of 310,000 active;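 active = B-score above 5 SD of library B-scores, and initial fluorescence ratio not above library mean plus 5 SD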;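 note: positive B-score marks a calcium rise read as TRPC4 activation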
#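 Assay system: HEK293 stable line with TRPC4beta plus mu-opioid receptor. Times: dye 45 min RT, read 110 s. Measured by: kinetic Fluo4 calcium fluorescence. Measure: B score of integrated ratio. Controls: assay buffer as low control, maximal DAMGO as high control.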
# MrgX1 allo act: allosterically activates human MrgX1 receptor signaling. 0.63% of 310,000 active. Q96LB2. AID 588675. MrgX1-HEK293, Fluo-4 calcium flux, FDSS; active compounds read high. B-score at 10 µM;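 active = plate-corrected calcium response at least 3 library SD above typical, normal starting fluorescence, not activating the receptor alone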;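 note: compound read alongside a low EC10 to EC30 dose of BAM8-22 agonist; peak minus trough fluorescence over baseline measured at the second addition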
# AI-2 QS mod: modulators of Vibrio harveyi AI-2 quorum sensing system | AID 2094 | 0.4% of 300,000 active | activity change, % at 7.5 µM | Vibrio harveyi JMH597 AI-2 luminescence/OD600 ratio, 9 h; active compounds read low; strain lacks LuxN and CqsS sensors; 0 = neutral-control median; in the data active = activity change below about -75%, passing the limit was not always enough;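 note: luminescence divided by OD600 gain over 9 h not by final OD600 alone; inactives centre near 13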
# PolyA inh: blocks polyadenylation in yeast reporter cells | calls only at 12 µM | S. cerevisiae SKY197-pL101 polyadenylation reporter, beta-gal luminescence; efflux-impaired pdr1/pdr3 knockout yeast; score 100 = 6 SD above DMSO | 0.02% of 300,000 active;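 active = lowest replicate activity score at least 50, where 100 means six control SD above control mean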;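 note: yeast exposed to compound for 9 h at 30 °C; higher score means more reporter readthrough which indicates perturbed polyadenylation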
# * = called active by the depositor; i = inactive; . = no result given. Some of the compounds tested; rates above refer to the full screens.
SMILES,TRPC6 inh,MrgX1 ag,TRPC4 PAM,MrgX1 antagonist,TRPC6 act,TRPC4 inh,HIF activator,TRPC4 agonist,MrgX1 allo act,AI-2 QS mod,PolyA inh
CCC(=O)Oc1ccc2c(C)cc(=O)oc2c1C(=O)CC,i,i,i,i,i,i,-0.5,i,6.89*,12.1,i
CCOC(=O)C1CCCN(CC(=O)Nc2nc(-c3ccccc3)cs2)C1 (stereo not given),i,i,i,i,i,i,-0.7,i,i,33.0,i
CC(C)c1ncc(C(O)c2cccc3ccccc23)n1C (stereo not given),i,i,i,i,i,i,-0.3,i,i,8.2,i
O=C(NCCCn1ccnc1)c1ccc(OCC(F)(F)F)cc1,i,i,i,i,i,i,-0.6,i,i,5.1,i
O=C(CN1CCC(NC(=O)Cc2ccccc2)CC1)Nc1ccccc1Br,i,i,i,i,i,i,-0.6,i,i,21.8,i
O=C(NCc1ccc(Cl)cc1)c1ccc(N2CCCC2=O)cc1,i,i,i,i,i,i,1.1,i,i,31.1,i
CCN1CCN(C(=O)c2cc(COc3ccc4ncccc4c3)on2)CC1,i,i,i,i,i,i,-0.3,i,i,3.1,i
COc1ccc(C(=O)O)c(O)c1,i,i,i,i,i,i,0.0,i,i,12.9,.
O=C(O)/C=C\C(=O)NCc1cccnc1,i,i,i,i,i,i,0.0,i,i,22.7,i
CC(C)Cc1nnc(NC(=O)CCC(=O)N2CCC(C)CC2)s1,i,i,i,i,i,i,-0.2,i,i,7.2,i
Cn1c(=O)c2c(nc(NCC3CCCO3)n2Cc2ccccc2)n(C)c1=O (stereo not given),i,i,i,i,i,i,-0.4,i,i,6.4,i
C[C@@H]1CC=C[C@H]2[C@H]1C(=O)N(Cc1ccccc1)[C@H]2c1ccc2ccccc2c1/C=C/c1ccccc1,i,i,i,i,i,i,0.0,i,i,7.4,.
CCOC(=O)c1c(NC(=S)Nc2cccnc2)sc(C)c1C,i,i,i,i,i,i,-0.2,i,i,4.2,i
CC1(O)CC(=O)N(c2ccccc2)O1 (stereo not given),i,i,i,i,i,i,0.0,i,i,8.6,i
COc1cc(NC(=O)c2cccnc2)ccc1NC(=O)c1ccccc1Cl,i,i,i,i,i,i,-0.5,i,i,12.7,i
COc1ccccc1C(=O)NNC(=O)c1cccc([N+](=O)[O-])c1,i,i,i,i,i,i,0.5,i,i,16.2,i
Cc1ccc2c(c1)N(CC(=O)N1CCCCC1c1cccnc1)C(=O)CO2 (stereo not given),i,i,i,i,i,i,0.1,i,i,17.8,i
COc1ccc(NC(=O)c2ccco2)cc1NC(=O)c1ccccc1,i,.,i,.,i,i,-7.7,i,.,21.7,i
O=C(NCC1CC1)c1cc(-c2ccccc2)nn1CC1CC(c2cccnc2)=NO1 (stereo not given),i,i,i,i,i,i,-0.3,i,i,10.4,i
O=C(Cn1c(=O)oc2cc(S(=O)(=O)N3CCc4ccccc43)ccc21)NC1CCCC1,i,i,i,i,i,i,.,i,i,31.2,i
COc1cccc(C(=O)Nc2cccc(SC)c2)c1,i,i,i,i,i,i,3.2,i,i,2.0,i
COc1cccc(N2CCN(c3nc(-c4ccccc4C)cc(=O)[nH]3)CC2)c1,i,i,i,i,i,i,-0.3,i,i,2.9,i
CC(C)COc1ccc(-c2cc(C(=O)NN)[nH]n2)cc1,i,i,i,i,i,i,0.9,i,i,33.0,i
COCCn1ccc2c(OCC(=O)NCCc3ccc(OC)c(OC)c3)cccc2c1=O,i,i,i,i,i,i,0.3,i,i,9.2,i
CCOC(=O)c1c(C)[nH]c(C(=O)CSc2nnc(-c3ccncc3)n2CC)c1C,i,i,i,i,i,i,.,i,i,35.4,i
CN(C)S(=O)(=O)c1ccc(C(=O)NCc2nnc(SCC(=O)N3CCCCCC3)o2)cc1,i,i,i,i,i,i,-0.1,i,i,13.0,i
NC(=O)C1CCN(C(=O)CNC(=O)c2ccc(Br)o2)CC1,i,i,i,i,i,i,-2.5,i,i,29.1,i
O=C(CSc1ncccc1C(=O)O)c1ccc2ccccc2c1,i,i,i,i,i,i,0.5,i,i,54.1,i
COc1cccc(CNC(=O)Cn2cc([N+](=O)[O-])cn2)c1,i,i,i,i,i,i,-0.4,i,i,24.7,i
CC(=O)Nc1ccc2nc(N)sc2c1,i,i,i,i,i,i,0.1,i,i,25.7,i
COc1cccc(C(=O)Nc2nc3ccccc3[nH]2)c1,i,i,i,i,i,i,-1.7,i,i,-7.3,i
CCCC1=C(C(=O)OCC)C(c2ccc(N(C)C)cc2)n2ncnc2N1 (stereo not given),i,i,i,i,i,i,-0.4,i,i,10.1,i
CN1CCN(S(=O)(=O)c2cccc(C(=O)Oc3ccc(Br)cc3F)c2)CC1,i,i,i,i,i,i,0.0,i,i,11.3,i
Cc1cccc(C)c1OCCNC(=O)C(=O)NCc1ccco1,i,i,i,i,i,i,0.2,i,i,19.9,i
Nc1c(C(=O)N2CCCCC2)sc(=S)n1-c1ccccc1,i,i,i,i,i,i,.,i,i,13.6,i
Cc1ccc(NC(=O)ON=C2CCCC2)cc1,i,i,i,i,i,i,1.9,i,i,9.8,i
Cc1ccc(S(=O)(=O)N2CCN(C(=O)c3ccccc3-c3nc4ccccc4s3)CC2)c(C)c1,i,i,i,-4.66*,i,i,-37.1,i,i,15.5,i
O=C(Cc1ccc(-n2c(=S)[nH]c3ccccc3c2=O)cc1)N1CCN(c2ccccc2)CC1,i,i,i,i,i,i,0.1,i,i,-2.5,i
CCC1CN(C(=O)N2CCC(C(=O)Nc3ccccc3OC)CC2)c2ccccc2O1 (stereo not given),i,i,i,i,i,i,-0.1,i,i,7.6,i
CC(=O)Nc1ccc(-n2cnnn2)cc1,i,i,i,i,i,i,0.5,i,i,6.2,i
COC(=O)c1cc(NC(=O)c2ccc(C)cc2)c(=O)oc1C,i,i,i,i,i,i,0.8,i,i,12.4,i
Cc1cc2c(c(=O)n1CCN(C)C)C(c1ccc(Cl)cc1)C(C#N)=C(N)O2 (stereo not given),i,i,i,i,i,i,0.2,i,i,14.3,.
CCOc1ccc(Nc2nc3cc(S(=O)(=O)N(CC)CC)ccc3o2)cc1,i,i,i,i,i,i,-0.1,i,i,33.7,i
Cc1ccc(CNC(=O)C2CC(c3cccc([N+](=O)[O-])c3)=NO2)o1 (stereo not given),i,i,i,i,i,i,-4.4,i,i,30.4,i
COc1ccccc1OCCC(=O)OCC(=O)Nc1ccc(Br)cc1,i,i,i,i,i,i,-0.5,i,i,22.3,i
CC(=O)c1cc2c(cc1NS(=O)(=O)c1ccccc1Br)OCO2,i,i,i,i,i,i,-0.1,i,i,13.6,i
CSCCC(=O)N1CCCC(CO)(CCCc2ccccc2)C1 (stereo not given),i,i,i,i,i,i,-1.3,i,i,1.4,i
O=C1c2cccc3cccc(c23)N1Cc1cccc(F)c1,i,i,i,i,i,i,-0.6,i,i,-5.4,i
CCCCOC(=O)C1[C@H]2C(=O)N(c3ccccc3CC)C[C@]23C=C[C@H]1O3 (stereo not given in full),i,i,i,i,i,i,-0.3,i,i,15.4,i
CN(C)S(=O)(=O)c1ccc(C(=O)NCc2ccccn2)cc1,i,i,i,i,i,i,0.9,i,i,20.2,.
O=C(Cn1cc2c(n1)CCCC2)NCc1ccccn1,i,i,i,i,i,i,0.3,i,i,18.0,i
COc1ccc(CN(CC2CCCO2)S(=O)(=O)c2ccc(-n3cnnn3)c(OC)c2)cc1 (stereo not given),i,i,i,i,i,i,-0.6,i,i,3.3,i
O=C(NCc1nc2ccccc2[nH]1)C1=C[C@@H](c2ccccc2)C[C@@H](OCc2ccc(CO)cc2)O1,i,i,i,i,i,i,0.4,i,i,15.6,i
Cc1c(O)c2c(=O)n(-c3ccccc3)c(-c3ccccc3)cc2oc1=O,i,i,i,i,i,i,-0.1,i,i,31.2,i
COc1cccc(/C=N/NC(=O)c2cccc3ccccc23)c1OC,i,i,i,i,i,i,-0.7,i,i,5.8,i
COc1ccc(CCn2c(=N)c(C(=O)NCC3CCCO3)cc3c(=O)n4cccc(C)c4nc32)cc1OC (stereo not given),i,i,i,i,i,i,-0.1,i,i,33.9,i
CCOc1ccc(C2C=C(c3ccc(C)cc3)Nc3ncnn32)cc1 (stereo not given),i,29.9*,i,i,i,i,0.5,i,i,21.5,i
c1coc(-c2ccnc3ncnn23)c1,i,i,i,i,i,i,-0.2,i,i,15.4,i
CCOCCCn1c(SCC(=O)NC(C)C)nc2ccccc2c1=O,i,i,i,i,i,i,0.2,i,i,21.0,i
O=C(NCCCN1CCN(c2ccc(F)cc2)CC1)c1cccc(N2CCCC2=O)c1,i,i,i,i,i,i,-0.5,i,i,18.3,i

# Some of the entries so far, bar-delimited:
Structure | TRPC6 inh | MrgX1 ag | TRPC4 PAM | MrgX1 antagonist | TRPC6 act | TRPC4 inh | HIF activator | TRPC4 agonist | MrgX1 allo act | AI-2 QS mod | PolyA inh
Cc1ccc2c(c1)N(CC(=O)N1CCCCC1c1cccnc1)C(=O)CO2 (stereo not given) | i | i | i | i | i | i | 0.1 | i | i | 17.8 | i
COc1ccc(NC(=O)c2ccco2)cc1NC(=O)c1ccccc1 | i | . | i | . | i | i | -7.7 | i | . | 21.7 | i
O=C(NCC1CC1)c1cc(-c2ccccc2)nn1CC1CC(c2cccnc2)=NO1 (stereo not given) | i | i | i | i | i | i | -0.3 | i | i | 10.4 | i

# Other results.
SMILES,TRPC6 inh,MrgX1 ag,TRPC4 PAM,MrgX1 antagonist,TRPC6 act,TRPC4 inh,HIF activator,TRPC4 agonist,MrgX1 allo act,AI-2 QS mod,PolyA inh
Cn1c(CNc2cccc(C(F)(F)F)c2)n[nH]c1=S,i,i,i,i,i,i,0.5,i,i,22.8,i
CN(CCNC(=O)CN1C(=O)CSc2ccc(S(=O)(=O)N3CCCC3)cc21)Cc1ccccc1,i,i,i,i,i,i,-0.4,i,i,14.2,i
CCN1CCN(c2c(Cl)cccc2NC(=O)c2ccc([N+](=O)[O-])cc2)CC1,-5.9*,i,i,i,i,i,0.0,99*,i,63.7,i
O=C(COc1cc(Cl)ccc1Cl)Nc1ccc2[nH]c(=O)[nH]c2c1,i,i,i,i,i,i,0.0,i,i,17.9,i
CC(C)CCNS(=O)(=O)c1ccc(-c2ccc(S(=O)(=O)NCCC(C)C)cc2)cc1,i,i,i,i,i,i,0.0,i,i,6.4,i

# Assay outcomes deposited in PubChem by several laboratories.
